dFosB act: activators of mouse delta FosB homodimer | actives 0.99% (n = 340,000) | purified delta FosB, TAMRA-CDK5 oligo fluorescence polarization; percent of positive-control signal above neutral wells | P13346 | activation, % at 25 µM | AID 493131;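 active = mean activation above about 17%, with every replicate also reaching it, limit read from the data, passing the limit was not always enough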;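 note: fluorescence polarization rise as delta FosB binds a TAMRA Cdk5 AP-1 oligo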
MITF act: MITF TRPM1 promoter activation in melanoma cells | SK-MEL-5 TRPM1-promoter luciferase, 24 h; % of positive control, neutral wells = 0 | activation, % at 12.5 µM | actives 0.75% (n = 300,000) | AID 588334;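 active = mean activation of at least 80% with every replicate also reaching 80%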;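 note: 0% = neutral control wells and 100% = parthenolide positive control wells; values of inactives mirror those of a sister screen read the other way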
V-ATPase pH: regulators of yeast V-ATPase proton transport. AID 504577. S. cerevisiae, pHLuorin cytosolic pH fluorescence. actives 0.37% (n = 350,000). response, % at 10 µM; in the data active = response mostly above about 7.3%, no sharp cut-off; inactive = mostly below about 5.4%; note: actives read high; inactives centre near 0; some compounds called inactive have numbers as strong as hits
Tat transport: E. coli Tat transport inhibition | inhibition, % at 10 µM | actives 0.036% (n = 340,000) | E. coli MC4100 TorA-mCherry Tat export, fluorescence;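 active = mean replicate inhibition at least 50% and at least half of replicates individually reaching 50%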;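 note: exported cargo escapes ClpAP degradation while cytoplasmic cargo is degraded and loses fluorescence; 0% = median of neutral control wells and 100% = median of NaSCN control wells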
CAL PDZ FP-1: blocks peptide binding to human CAL PDZ domain | purified CAL PDZ, TMR-peptide fluorescence polarization, 1 h | inhibition, % at 20 µM | Q9HD26 | AID 504414 | actives 0.02% (n = 330,000);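 active = highest replicate inhibition of at least 40%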;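 note: plate controls were DMSO neutral control wells for no effect and unlabeled competitor peptide control wells for full effect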
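Material – purified CerCALP PDZ construct · Detection – FP readout, S and P plane fluorescence · Measure – percent inhibition from loss of millipolarization · Controls – unlabelled peptide for full inhibition, DMSO wells as neutral · Probe or stimulus – TMR-labelled reporter peptide T*-PRC34 bound in PDZ groove · Times – 1 h at RT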
Rtt109 Vps75: blocks Candida albicans Rtt109/Vps75 acetyltransferase activity. Q5AAJ8. purified Rtt109/Vps75, ThioGlo CoA-SH fluorescence, 4 h. inhibition, % at 34.9 µM. actives 0.16% (n = 330,000). AID 540336;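 active = inhibition of at least 50% in every replicate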
Target sequence (Q5AAJ8 whole entry, looked up): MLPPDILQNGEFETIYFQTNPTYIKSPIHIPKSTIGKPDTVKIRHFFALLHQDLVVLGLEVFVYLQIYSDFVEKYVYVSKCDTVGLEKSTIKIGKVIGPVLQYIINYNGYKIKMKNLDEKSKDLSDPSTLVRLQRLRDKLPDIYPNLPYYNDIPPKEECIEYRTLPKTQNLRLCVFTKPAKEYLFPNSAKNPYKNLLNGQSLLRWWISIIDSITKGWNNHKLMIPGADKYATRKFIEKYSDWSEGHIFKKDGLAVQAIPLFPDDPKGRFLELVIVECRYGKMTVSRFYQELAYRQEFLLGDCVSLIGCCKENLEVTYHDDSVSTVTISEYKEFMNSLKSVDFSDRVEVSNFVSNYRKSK
Wnt act: activates Wnt/beta-catenin signaling in a reporter cell assay | activator, plate reader | activation, % at 9.35 µM | actives 1.2% (n = 300,000) | AID 743398; in the data active = activation above about 30%, passing the limit was not always enough;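 note: 0% = neutral control wells and 100% = positive control wells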
CDK5 p35 inh: CDK5/p35 (human) kinase inhibition | Recombinant CDK5/p35, ADP-Glo luminescence, 60 min | inhibition, % at 10 µM | actives 0.01% (n = 330,000);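 active = highest replicate inhibition of at least 50% and at least 75% of replicates reaching 50%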;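 note: plate controls were DMSO neutral control for no effect and GW8510 at 10 µM for full effect; many of its hits are not listed in these tables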
Target sequence (Q00535 whole entry, looked up): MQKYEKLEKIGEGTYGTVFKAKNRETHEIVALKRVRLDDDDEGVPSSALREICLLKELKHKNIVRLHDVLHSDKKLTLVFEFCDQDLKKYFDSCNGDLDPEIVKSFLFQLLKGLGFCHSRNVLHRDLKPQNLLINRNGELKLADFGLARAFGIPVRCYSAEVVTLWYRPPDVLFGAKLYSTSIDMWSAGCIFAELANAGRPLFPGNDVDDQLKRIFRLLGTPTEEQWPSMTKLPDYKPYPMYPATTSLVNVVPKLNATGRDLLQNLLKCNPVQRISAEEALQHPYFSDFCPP
Target sequence (Q15078 whole entry, looked up): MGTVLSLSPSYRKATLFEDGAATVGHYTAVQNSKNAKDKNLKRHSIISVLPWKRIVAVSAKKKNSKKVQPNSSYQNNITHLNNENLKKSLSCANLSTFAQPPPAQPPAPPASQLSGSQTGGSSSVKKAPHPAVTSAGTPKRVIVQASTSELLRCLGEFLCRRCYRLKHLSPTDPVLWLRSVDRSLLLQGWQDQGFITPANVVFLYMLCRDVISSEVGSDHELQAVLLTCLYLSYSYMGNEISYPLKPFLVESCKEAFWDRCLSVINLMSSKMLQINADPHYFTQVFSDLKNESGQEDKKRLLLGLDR
CAL PDZ FP-2: CAL PDZ (human) peptide binding inhibition; Q9HD26; purified CAL PDZ, TMR-peptide fluorescence polarization, 1 h; inhibition, % at 24.9 µM; actives 0.92% (n = 300,000); AID 602252;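 active = mean inhibition of at least 30% with at least half of replicates also reaching 30%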;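 note: 0% = DMSO neutral control and 100% = excess unlabeled competitor peptide PRC23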
cardiac RTF act: increases calcium sensitivity of human cardiac regulated thin filaments | actives 0.24% (n = 340,000) | P19429+P45379 | activation, % at 7.2 µM | IANBD-labeled TnC RTF fluorescence at EC20 calcium; 0% EC20 calcium, 100% full calcium;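 active = activation above the mean over all tested compounds plus 3 SD, cut at about 30% in these data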;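 note: rise in fluorescence read as greater calcium sensitivity of cardiac thin filaments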
The depositor's hits bear a star; . = no result given. Rows were taken by chance. Share with any hit: about 4.1%.

SMILES	dFosB act	MITF act	V-ATPase pH	Tat transport	CAL PDZ FP-1	Rtt109 Vps75	Wnt act	CDK5 p35 inh	CAL PDZ FP-2	cardiac RTF act
COc1cc(NC(=S)N(C)C)c(OC)cc1Cl	3	.	-5	9	-0.3	5	0	-1.0	-7	.
S=C(NCc1ccc2[nH]c3c(c2c1)CCCC3)Nc1ccccc1	0	0	4	10	0.7	0	6	-1.1	0	3
O=C(CNC(=O)c1ccc(Cl)cc1)NC1CCCCC1	3	-5	1	21	-3.4	2	-1	-0.4	0	-5
COc1ccc(-c2nnc(NC(=O)c3ccccc3C)o2)cc1	-2	.	12*	-2	-0.3	0	-2	-2.7	.	3
CCC1CN(C(=O)N2CCC(C(=O)NCCc3ccccc3)CC2)c2ccccc2O1 (stereo unspecified)	-7	-2	-2	-1	-1.0	3	0	0.4	-7	-6
Cc1ccc(C)c(NC(=O)CN(C)C(=O)c2ccc3c(=O)n4c(nc3c2)CCC4)c1	2	1	-1	-2	-0.9	2	-1	0.0	49*	2
O=S(=O)(c1cc(F)ccc1F)N1CCN(c2ccccn2)CC1	1	.	1	-2	0.4	-2	-5	-0.2	-2	-1
COc1cc(NC(=O)c2ccco2)c(OC)cc1NC(=O)CSc1nnc(-c2cccs2)n1C	4	0	-2	1	0.2	9	-1	-2.4	-4	-1
COC(=O)CNc1nc(OC)nc(N(C)C)n1	10	-3	2	-2	0.3	2	.	2.8	-1	4
Cc1ccc(N(C(=O)Cn2nnc(-c3ccc(C)o3)n2)C(C(=O)NC2CCCC2)c2ccco2)cc1 (stereo unspecified)	12	-26	-1	-2	-0.3	-11	.	0.0	.	-5
O=C(/C=C/c1ccccc1)NC1CC2CCC1C2 (stereo unspecified)	-2	70	0	-1	-1.8	1	25	-1.3	0	4
NC(CC(=O)O)c1cccc(OCc2ccccc2)c1 (stereo unspecified)	-5	-6	0	-4	0.6	-2	.	-0.8	-1	-1
O=C(COC(=O)c1ccccc1O)NC1CCCc2ccccc21 (stereo unspecified)	-6	12	-1	0	0.3	2	-5	0.1	-2	3
Cn1nc(-c2ccccc2)cc1NC(=O)C1CCCCC1	-3	.	2	2	0.0	2	19	0.5	0	4
O=C1COc2ccc(C(=O)CSc3ccc(Br)cc3)cc2N1	-1	19	-1	-6	-1.2	-3	2	-1.0	-1	-1
CCOC(=O)C1CCCN(C(=O)CN(c2ccc(OC)cc2)S(=O)(=O)c2c(C)noc2C)C1 (stereo unspecified)	-11	-2	1	0	-0.5	0	1	-1.7	.	3
O=C(CSc1nnc(CNC(=O)c2ccco2)o1)c1ccc(Cl)cc1	-8	-1	-1	-2	0.1	-1	0	1.1	-2	0
COc1ccc(NC(=O)Cc2coc3ccc4ccccc4c23)cc1S(=O)(=O)N1CCOCC1	7	-1	-1	-5	-3.0	8	-1	2.6	-4	3
CCn1c(CNC(=O)c2ccccc2Cl)cc2ccccc21	1	.	0	2	0.3	-6	3	0.0	1	-7
O=c1cc(-c2ccccc2)n(S(=O)(=O)c2ccc3ccccc3c2)o1	-1	-5	-1	1	-0.7	4	.	-0.7	-1	-3
CCOC(=O)c1c(-c2ccc(Cl)cc2)cn2ccccc12	-4	-9	-5	-1	0.4	5	.	-4.2	-4	0
O=S(=O)(Cc1ccc(Cl)cc1)c1ccccc1-c1nnc(-c2ccccc2)o1	4	-4	0	-7	.	0	.	-0.3	-5	-1
COc1cc(OC)nc(Oc2cc(C=O)ccc2OC)n1	3	-5	1	2	-1.0	8	-2	-0.2	2	-6
COCCNc1cc(C)nc2cc(-c3ccc(C)cc3)nn12	-8	43	1	-1	-3.6	6	-2	-2.7	2	5
CCCCN(CCCC)S(=O)(=O)c1ccc(C(=O)Nc2nnc(CSC)o2)cc1	-15	-8	-2	-1	-1.4	-9	-14	-1.5	-5	-11
C=CCOc1ccc(CNCC2CCCO2)cc1 (stereo unspecified)	-4	.	1	1	-0.6	-7	2	-0.7	-1	0
COc1cccc(N(CC(=O)Nc2ccccc2C)S(C)(=O)=O)c1	-1	0	-1	10	-0.1	3	.	1.2	-3	2
CC(C)C(NC(=O)c1ccc(Cl)cc1)C(=O)O (stereo unspecified)	6	.	-1	-13	-1.1	-3	.	-0.6	-4	1
Cn1nc(-c2ccccc2)cc1NC(=O)c1ccc(Cl)cc1	-7	14	3	5	-1.6	7	-1	-0.8	-2	0
Cc1cc(C(=O)NC2CCCN(Cc3ccc(Cl)cc3)C2)c(C)o1 (stereo unspecified)	-16	1	-4	-4	-2.9	-5	2	0.2	3	-4

Sorted by count of non-hydrogen atoms (descending): part of the list above
SMILES	dFosB act	MITF act	V-ATPase pH	Tat transport	CAL PDZ FP-1	Rtt109 Vps75	Wnt act	CDK5 p35 inh	CAL PDZ FP-2	cardiac RTF act
O=c1cc(-c2ccccc2)n(S(=O)(=O)c2ccc3ccccc3c2)o1	-1	-5	-1	1	-0.7	4	.	-0.7	-1	-3
COCCNc1cc(C)nc2cc(-c3ccc(C)cc3)nn12	-8	43	1	-1	-3.6	6	-2	-2.7	2	5
CC(C)C(NC(=O)c1ccc(Cl)cc1)C(=O)O (stereo unspecified)	6	.	-1	-13	-1.1	-3	.	-0.6	-4	1

More results.
SMILES	dFosB act	MITF act	V-ATPase pH	Tat transport	CAL PDZ FP-1	Rtt109 Vps75	Wnt act	CDK5 p35 inh	CAL PDZ FP-2	cardiac RTF act
Cc1cccc(C(=O)NCCC(=O)NCc2ccccc2Cl)c1	1	12	2	-2	0.0	-7	-1	0.1	-3	-1
Cc1ccc2nsnc2c1NC(=O)c1ccc2c(c1)OCCO2	-8	-4	1	6	-2.7	20	0	1.1	-17	2
c1ccc(C(Cc2nc(-c3cccnc3)no2)c2ccccc2)cc1	3	-2	3	10	-1.2	0	.	0.8	-2	-7
OCCN(CC#CC(O)(c1ccccc1)c1cccc(F)c1)CCO (stereo unspecified)	-3	6	11	12	-0.4	2	-2	-1.6	-1	11
CN1CCCCc2c1nc1c(c2N)CCCC1	1	5	-2	-4	0.2	1	-3	-4.3	-4	-9
C=CCn1cc(C(=O)NCc2cccnc2)c(=O)c2cc(S(=O)(=O)N(CC)CC)ccc21	-20	.	-4	8	1.0	0	-4	-7.6	.	11
COc1ccc(CNC(=O)CCCn2nc(C)c3c(C)n(-c4ccc(C)cc4)nc3c2=O)cc1	-12	-32	0	1	-0.9	5	-3	-1.1	-3	6
CCOc1ccc(NC(=O)CSc2nc3nc(C)cc(C)n3n2)cc1	-5	14	-2	-7	-2.6	2	0	-0.6	-5	-4
COc1ccc(C(=O)N2CCN(c3nc4ccccc4o3)CC2)cc1OC	-2	-13	-2	-9	-1.2	3	-5	-1.4	.	-1
N#CC1=C2Sc3ccccc3N2CCCC1=O	-2	14	2	-5	-3.5	-1	-4	-2.3	-5	-3
COc1cc2c(cc1OC)C(C(=O)O)C(c1ccc(C)o1)N(C)C2=O (stereo unspecified)	6	-2	2	-3	-2.2	2	-2	-2.5	-2	4
COc1ccc(CNc2ccccc2SC)cc1OC	-4	16	4	-2	-2.9	-5	7	-0.6	-3	-11
CC(C)C(NS(=O)(=O)c1ccc2c(c1)OCCO2)C(=O)NCCc1ccccn1 (stereo unspecified)	3	2	-1	-9	-1.0	4	-5	-0.3	3	-7
Cc1ccc(S(=O)(=O)c2nc(-c3ccco3)oc2SCC(=O)NCC2CCCO2)cc1 (stereo unspecified)	-7	5	0	-2	-0.7	2	.	-1.5	-2	2
Cc1ccccc1NC(=O)Cn1nnc2c(cnn2-c2ccc(F)cc2)c1=O	18*	-8	-2	1	-1.9	2	-3	-0.9	-1	11
COc1ccc(Cl)cc1-c1n[nH]c(=S)n1C	-9	-1	-6	-6	-0.4	-8	.	-0.4	.	0
COC(=O)c1ccc(S(=O)(=O)N2CCCC2)o1	1	-11	-1	3	-0.2	0	.	-2.2	.	3
COCc1cc(C)nc(Sc2nc3c(c(=O)n(C)c(=O)n3C)n2C)c1C#N	-4	5	-3	0	0.6	-9	2	0.7	-3	13
O=S(=O)(c1ccccc1)N1CCN(c2ncnc3sc(-c4ccccc4)cc23)CC1	7	0	-1	-4	-1.3	-44	-5	0.3	-1	5
CC1(C)Cc2nc(-c3ccccc3)nc(SCC(=O)N3CCOCC3)c2CO1	-15	-5	0	1	0.2	0	-3	1.7	-1	6
COC(=O)C(NC(=O)c1ccco1)(Nc1nc(C)cs1)C(F)(F)F (stereo unspecified)	5	0	4	-12	-0.8	-2	0	0.6	1	-4
CN(Cc1ccccc1)Cc1nc2c(c(=O)n(C)c(=O)n2C)n1CCc1ccccc1	-13	4	1	3	-4.3	3	.	0.3	-2	1
O=C(Nc1nccs1)c1cccc(S(=O)(=O)N2CCOCC2)c1	1	-9	5	-3	0.9	0	-1	0.8	0	-4
CCCCNC(=O)c1ccc(/C=C2\Oc3ccccc3N(C)C2=O)cc1	-8	13	5	-4	-3.1	-43	-1	1.6	3	-2
c1ccc(COc2cccc(CN3CCc4ccccc4C3)c2)cc1	0	.	-2	1	-0.5	-3	-1	1.6	-6	5
COC(=O)CNC(c1ccccc1)c1cc(Br)ccc1NC(=O)CCN1CCOCC1 (stereo unspecified)	-5	-2	.	-9	-3.1	.	.	-2.7	0	0
Cc1nc2ccccc2nc1OCC(=O)Nc1cc(C(F)(F)F)ccc1N1CCOCC1	-7	.	0	2	0.6	3	.	0.7	.	-3
N#CC1(NC(=O)COC(=O)c2ncc(Cl)c(Cl)c2Cl)CCCCC1	2	1	2	7	-1.1	-5	0	0.2	-6	-1
CCOP(=O)(OCC)C(NC(=O)/C=C/c1ccc(OC)cc1)c1ccccc1 (stereo unspecified)	3	9	0	2	-1.3	-7	34*	-0.1	-1	3
COc1ccccc1CNCC(=O)Nc1cc(S(=O)(=O)N2CCOCC2)ccc1Cl	-5	-3	-3	3	-1.0	0	4	-0.1	-4	-3
CCOc1ccc(N(CC(=O)NCCC2=CCCCC2)S(=O)(=O)c2ccccc2)cc1	-6	-5	-1	1	-1.8	-2	-1	1.2	0	5
COc1ccc(S(=O)(=O)N2CCC(C(=O)Nc3cccc(C(C)=O)c3)CC2)cc1C	-15	-10	.	-8	.	-8	.	-0.8	8	-7
COc1ccc(C(F)(F)F)cc1N/C=C/c1nnnn1-c1ccc(C)cc1	-7	-17	-6	-8	-0.5	-7	-4	-1.6	-2	2
COc1ccc(-c2csc(N(Cc3ccccc3)C(=O)COc3ccc(Cl)cc3)n2)cc1	1	.	-1	-11	6.9	8	7	0.9	0	-2
Cc1ccc(C)c(CN2CCSCC2)c1	3	.	0	-6	-0.1	-7	0	-0.4	-4	-3
Fc1ccc(CN2CCC(Cc3ccccc3)CC2)cc1F	-7	.	2	-1	0.2	9	-3	-1.1	-4	-4
CC1(C)Cc2cccc(OCC(=O)Nc3cccnc3)c2O1	-10	.	3	2	-0.4	0	-6	0.7	-7	4
Clc1ccc(Cn2ncc3c(NCc4ccccc4)ncnc32)cc1	-3	.	1	5	-2.6	15	-16	-0.7	0	-3
COc1cccc(OC)c1OCC(O)CN1CCN(c2ccccc2F)CC1 (stereo unspecified)	-7	-8	5	-10	-2.6	1	1	-1.1	3	5

Compound activity (PubChem BioAssay)
